Source: PubChem (The Scripps Research Institute Molecular Screening Center)
MITF inh: inhibitors of human MITF; AID 1259374; AlphaScreen MITF homodimerization, bead proximity signal; hit rate 0.91% among 650,000; inhibition, % at 2.6 µM; O75030; in the data active means inhibition above about 50%;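 further: 0% = vehicle wells with protein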
FBW7 activator: activators of human E3 ligase FBW7; normalized activity (activation), % at 26.1 µM; Q969H0; hit rate 0.13% among 650,000; AlphaScreen FBW7–phospho-cyclin E peptide binding, activator screen; in the data active means normalized activity above about 1.9%;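 further: purified mutant Fbw7 with reduced substrate affinity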
Target sequence (Q969H0 whole entry, looked up): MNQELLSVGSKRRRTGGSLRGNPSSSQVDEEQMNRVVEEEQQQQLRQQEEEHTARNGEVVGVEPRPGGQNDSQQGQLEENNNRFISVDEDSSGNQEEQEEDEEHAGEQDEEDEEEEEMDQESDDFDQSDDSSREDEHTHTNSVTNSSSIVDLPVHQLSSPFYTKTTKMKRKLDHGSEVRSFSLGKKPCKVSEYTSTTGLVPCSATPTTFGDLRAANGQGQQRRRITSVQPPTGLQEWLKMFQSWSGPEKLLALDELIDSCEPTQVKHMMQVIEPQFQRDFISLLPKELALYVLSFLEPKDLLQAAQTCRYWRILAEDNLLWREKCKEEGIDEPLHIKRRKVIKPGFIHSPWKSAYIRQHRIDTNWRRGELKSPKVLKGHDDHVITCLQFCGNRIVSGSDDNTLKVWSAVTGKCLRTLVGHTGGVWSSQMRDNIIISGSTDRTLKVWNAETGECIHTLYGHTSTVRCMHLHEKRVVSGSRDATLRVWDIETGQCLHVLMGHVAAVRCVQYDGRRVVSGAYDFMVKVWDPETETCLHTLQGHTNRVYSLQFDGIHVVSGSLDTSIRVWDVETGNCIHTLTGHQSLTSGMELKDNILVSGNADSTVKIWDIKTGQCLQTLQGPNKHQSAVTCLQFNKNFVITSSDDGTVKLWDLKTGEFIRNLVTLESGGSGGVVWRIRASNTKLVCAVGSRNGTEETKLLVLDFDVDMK
GPR151 activ: activators of human GPR151 | Q8TDV0 | PathHunter beta-arrestin GPR151 cells, luminescence | activation, % at 11.2 µM | hit rate 1% among 650,000; in the data active means activation above about 4.9%;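 further: 0% = median of compound wells and 100% = cells with positive control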
Target sequence (Q8TDV0 whole entry, looked up): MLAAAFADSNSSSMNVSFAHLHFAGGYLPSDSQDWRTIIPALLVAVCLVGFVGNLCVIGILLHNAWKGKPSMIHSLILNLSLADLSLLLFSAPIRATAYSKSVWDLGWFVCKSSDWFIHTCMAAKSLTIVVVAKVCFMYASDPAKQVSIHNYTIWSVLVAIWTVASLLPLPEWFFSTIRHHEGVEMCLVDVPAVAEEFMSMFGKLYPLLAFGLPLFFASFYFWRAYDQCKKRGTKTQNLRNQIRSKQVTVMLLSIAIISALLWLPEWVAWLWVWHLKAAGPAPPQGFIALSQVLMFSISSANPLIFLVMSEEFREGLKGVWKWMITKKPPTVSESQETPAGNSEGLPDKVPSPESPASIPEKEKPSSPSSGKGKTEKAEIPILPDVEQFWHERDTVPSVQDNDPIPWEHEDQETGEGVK
TEAD-YAP block: TEAD-YAP interaction inhibition | HEK-TIYL cells, TEAD-Gal4/YAP UAS-luciferase luminescence | inhibition, % at 9.12 µM | hit rate 1.4% among 640,000 | AID 1259422; in the data active means inhibition above about 32%;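 further: 0% = median of test compound wells and 100% = reference inhibitor wells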
Active calls of the source: *. Rows were taken by chance. Share with any hit: about 3.5%.

Results for O=C1Nc2ccccc2S/C1=C\c1cccc(Br)c1 ?
MITF inh: -19; FBW7 activator: -0.1; GPR151 activ: -0.4; TEAD-YAP block: -18

How did Cc1ccc(-c2c(Nc3ccc(F)cc3C)c(=O)c2=O)cc1 do in these assays?
MITF inh: -6; FBW7 activator: 0.0; GPR151 activ: 3.9; TEAD-YAP block: -14

Results for Cc1ccc(CN2C(=O)C(=O)c3cccc(C)c32)cc1 ?
MITF inh: 3; FBW7 activator: -0.5; GPR151 activ: 0.6; TEAD-YAP block: 3

How did Fc1ccc(Nc2nc(-c3ccncc3)nc3ccccc23)cc1F do in these assays?
MITF inh: 6; FBW7 activator: -0.1; GPR151 activ: 1.3; TEAD-YAP block: 6

How did CS(=O)(=O)c1cc(Cl)ccc1N1CCN(Cc2ncc[nH]2)CC1 do in these assays?
MITF inh: 23; FBW7 activator: 0.2; GPR151 activ: -2.1; TEAD-YAP block: -2

How did O=C(COC(=O)C(CCCCN1C(=O)c2ccccc2C1=O)N1C(=O)c2ccccc2C1=O)c1ccc(Br)cc1 (stereo not drawn) do in these assays?
MITF inh: 4; FBW7 activator: -0.1; GPR151 activ: 0.1; TEAD-YAP block: 12

How did COC(=O)C1=C(C)Nc2c(c(=O)n(C)c(=O)n2C)C1c1ccc([N+](=O)[O-])cc1 (stereo not drawn) do in these assays?
MITF inh: 15; FBW7 activator: 0.0; GPR151 activ: 0.6; TEAD-YAP block: 5

Results for CCCCCCCCCCCCCCCCOC[C@H](COP(=O)(O)OCC[N+](C)(C)C)OCC ?
MITF inh: 0; GPR151 activ: 3.3

What do the screens show for `COc1cc(Cl)c(C)cc1NC(=O)COC(=O)c1cc[n+]([O-])cc1`?
MITF inh: -7; FBW7 activator: 0.0; GPR151 activ: -1.5; TEAD-YAP block: 5

How did CCC1(CC)NC(=O)N(CC(=O)Nc2cccc(S(=O)(=O)NC3=NCCC3)c2)C1=O do in these assays?
MITF inh: 9; FBW7 activator: 0.1; GPR151 activ: 0.5; TEAD-YAP block: 2

What do the screens show for `CCOc1nc(Cl)nc(N2CCCCC2)n1`?
MITF inh: -11; FBW7 activator: -0.4; GPR151 activ: 1.1; TEAD-YAP block: -8

What do the screens show for `NC(=O)C1CCN(C(=O)CC2(c3ccccc3Cl)CC(=O)N(C3CCCC3)C2=O)CC1` (stereo not drawn)?
MITF inh: 15; FBW7 activator: 0.0; GPR151 activ: -2.0; TEAD-YAP block: 6

How did Cc1ccsc1/C=C(/C#N)C(N)=S do in these assays?
MITF inh: 10; FBW7 activator: 0.0; GPR151 activ: -0.3; TEAD-YAP block: 5

What do the screens show for `CCC(C(=O)Nc1cc(C)cc(C)n1)c1ccccc1` (stereo not drawn)?
MITF inh: -9; FBW7 activator: 0.1; GPR151 activ: -0.5; TEAD-YAP block: 13

How did COc1cc(Cl)c(C)cc1NC(=O)CCCOc1cc(=O)n(C)c2ccccc12 do in these assays?
MITF inh: 1; FBW7 activator: 0.0; GPR151 activ: 1.6; TEAD-YAP block: -18

What do the screens show for `COc1ccccc1NC(=O)c1ccccc1NS(=O)(=O)c1ccc(C)cc1`?
MITF inh: -9; FBW7 activator: 0.0; GPR151 activ: -0.2; TEAD-YAP block: 5

What do the screens show for `N#C/C(=C\c1c(Cl)cccc1Cl)c1nc2ccccc2c(=O)[nH]1`?
MITF inh: 8; FBW7 activator: 0.0; GPR151 activ: 0.5; TEAD-YAP block: 15

How did O=C(N=Nc1c(O)[nH]c(=O)[nH]c1=O)/C(=C/c1cccs1)NC(=O)c1ccccc1 do in these assays?
MITF inh: 2; FBW7 activator: -1.1; GPR151 activ: -0.4; TEAD-YAP block: -4

What do the screens show for `COc1ccc(NC(=O)Cn2c3c(c(=O)n(C4CCCCC4)c2=O)CCC3)cc1OC`?
MITF inh: 8; FBW7 activator: 0.0; GPR151 activ: -0.9; TEAD-YAP block: 6

Results for c1ccc(CN2CCC(Nc3cc(NCCOc4ccccc4)ncn3)CC2)cc1 ?
MITF inh: 16; FBW7 activator: 0.1; GPR151 activ: -0.7; TEAD-YAP block: 5

Some of these compounds in order of number of heavy atoms, ascending:
Results for Cc1ccc(CN2C(=O)C(=O)c3cccc(C)c32)cc1 ?
MITF inh: 3; FBW7 activator: -0.5; GPR151 activ: 0.6; TEAD-YAP block: 3

How did Cc1ccc(-c2c(Nc3ccc(F)cc3C)c(=O)c2=O)cc1 do in these assays?
MITF inh: -6; FBW7 activator: 0.0; GPR151 activ: 3.9; TEAD-YAP block: -14

What do the screens show for `N#C/C(=C\c1c(Cl)cccc1Cl)c1nc2ccccc2c(=O)[nH]1`?
MITF inh: 8; FBW7 activator: 0.0; GPR151 activ: 0.5; TEAD-YAP block: 15

What do the screens show for `COc1ccccc1NC(=O)c1ccccc1NS(=O)(=O)c1ccc(C)cc1`?
MITF inh: -9; FBW7 activator: 0.0; GPR151 activ: -0.2; TEAD-YAP block: 5

What do the screens show for `COc1ccc(NC(=O)Cn2c3c(c(=O)n(C4CCCCC4)c2=O)CCC3)cc1OC`?
MITF inh: 8; FBW7 activator: 0.0; GPR151 activ: -0.9; TEAD-YAP block: 6

Results for CCCCCCCCCCCCCCCCOC[C@H](COP(=O)(O)OCC[N+](C)(C)C)OCC ?
MITF inh: 0; GPR151 activ: 3.3

Quoted at random: 2 records from the list, in no set order.
How did Cc1ccc(-c2c(Nc3ccc(F)cc3C)c(=O)c2=O)cc1 do in these assays?
MITF inh: -6; FBW7 activator: 0.0; GPR151 activ: 3.9; TEAD-YAP block: -14

How did O=C(COC(=O)C(CCCCN1C(=O)c2ccccc2C1=O)N1C(=O)c2ccccc2C1=O)c1ccc(Br)cc1 (stereo not drawn) do in these assays?
MITF inh: 4; FBW7 activator: -0.1; GPR151 activ: 0.1; TEAD-YAP block: 12

The list goes on:
How did COc1ccc(/C=N/NC(=O)CN2CCSCC2)c(C)c1C do in these assays?
MITF inh: 31; FBW7 activator: 0.0; GPR151 activ: 1.7; TEAD-YAP block: -10

Results for C=CCn1c(SCC#N)nc2sc(C)c(C)c2c1=O ?
MITF inh: -5; FBW7 activator: 0.0; GPR151 activ: 1.0; TEAD-YAP block: -9

What do the screens show for `Cc1ccccc1NC(=O)CCN1C(=O)C2CC=C(Cl)CC2C1=O` (stereo not drawn)?
MITF inh: 2; FBW7 activator: 0.0; GPR151 activ: 1.0; TEAD-YAP block: -1

How did O=S(=O)(NCC(c1ccc2c(c1)OCO2)N1CCOCC1)c1ccc(F)cc1 (stereo not drawn) do in these assays?
MITF inh: 0; FBW7 activator: -0.1; GPR151 activ: 0.3; TEAD-YAP block: 6

Results for Cc1ccc(-c2nc(N)sc2CC(=O)OCC(=O)N(C)C2CCS(=O)(=O)C2)cc1 (stereo not drawn) ?
MITF inh: 3; FBW7 activator: -0.3; GPR151 activ: 2.1; TEAD-YAP block: 9

What do the screens show for `COc1cc(OC)cc(C(=O)Nc2ccccc2-c2nnn(CC(N)=O)n2)c1`?
MITF inh: -5; FBW7 activator: -0.2; GPR151 activ: -0.4; TEAD-YAP block: 8

Results for NC(=O)c1ccccc1Nc1ccnc(Nc2ccc(-n3ccnn3)cc2)c1 ?
MITF inh: 50; FBW7 activator: 0.0; GPR151 activ: -1.2; TEAD-YAP block: -3

Results for O=C(C1CCN(Cc2nc(N3CCOCC3)c3cc(Cl)ccc3n2)CC1)N1CCCC1 ?
MITF inh: 2; FBW7 activator: 0.0; GPR151 activ: 1.8; TEAD-YAP block: -4

Results for CCC(=O)N1CCN(c2ccc(NC(=O)c3ccc(C)cc3C)cc2)CC1 ?
MITF inh: -4; FBW7 activator: -0.1; GPR151 activ: 0.8; TEAD-YAP block: -14

What do the screens show for `C=CCOc1ccc(C2C(C(=O)OCC)=C(C)N=c3s/c(=C/c4ccccn4)c(=O)n32)cc1OCC` (stereo not drawn)?
MITF inh: 0; FBW7 activator: -0.1; GPR151 activ: -0.2; TEAD-YAP block: -23

What do the screens show for `CCOC(=O)c1ccc(NC(=S)NCCn2cc(Cl)cn2)cc1`?
MITF inh: 16; FBW7 activator: 0.0; GPR151 activ: 0.6; TEAD-YAP block: 0

Results for Cc1cc(Cl)ccc1OCCCC(=O)Nc1ccc2c(c1)OCCO2 ?
MITF inh: 11; FBW7 activator: -0.2; GPR151 activ: 1.6; TEAD-YAP block: 0

Results for Cc1cc(/C=C2\C(=N)N3N=C(C(F)(F)F)SC3=NC2=O)c(C)n1-c1ccc(Br)cc1 ?
MITF inh: 16; FBW7 activator: 0.3; GPR151 activ: 0.5; TEAD-YAP block: 4

Results for Cc1cc(O)c(C=O)c(O)c1C(=O)O ?
MITF inh: -3; FBW7 activator: 0.1; GPR151 activ: 2.6; TEAD-YAP block: -4

What do the screens show for `COc1ccc(C2=N/C(=C/c3cccc4ccccc34)C(=O)O2)cc1Br`?
MITF inh: 3; FBW7 activator: 0.0; GPR151 activ: 0.0; TEAD-YAP block: -5

How did N#CC1C(=O)Nc2sc(C(=O)c3ccc(Br)cc3)c(N)c2C12CCCCC2 (stereo not drawn) do in these assays?
MITF inh: 8; FBW7 activator: 0.0; GPR151 activ: 3.1; TEAD-YAP block: 4

What do the screens show for `Cc1ccc(OCC(=O)Nc2ccc(S(=O)(=O)Nc3cc(C)nc(C)n3)cc2)cc1`?
MITF inh: -1; FBW7 activator: -0.1; GPR151 activ: -0.7; TEAD-YAP block: -5

Results for Cc1ccn2c(C(=O)C(F)(F)F)cnc2c1 ?
MITF inh: -2; FBW7 activator: 0.1; GPR151 activ: 1.2; TEAD-YAP block: 6

Results for O=C(NCC(O)CN1CCOCC1)c1ccc(Br)cc1 (stereo not drawn) ?
MITF inh: 12; FBW7 activator: 0.9; GPR151 activ: -1.4; TEAD-YAP block: -8

What do the screens show for `CC(C)Cn1c2c(c(=O)[nH]c1=O)C(NC(=O)CCC1CCCCC1)(C(F)(F)F)C(=O)N2` (stereo not drawn)?
MITF inh: 16; FBW7 activator: 0.1; GPR151 activ: -1.5; TEAD-YAP block: 6

What do the screens show for `COc1cccc(C(=O)NNC(=O)c2cccc(C)c2O)c1`?
MITF inh: -4; FBW7 activator: -0.2; GPR151 activ: -4.1; TEAD-YAP block: -33

How did O=C(CN1C(=O)NC(Cc2c[nH]c3ccccc23)C1=O)NC1CCCCCCC1 (stereo not drawn) do in these assays?
MITF inh: 15; FBW7 activator: 0.6; GPR151 activ: -0.5; TEAD-YAP block: 0

How did Cc1cc(F)ccc1NC(=O)c1ccoc1C do in these assays?
MITF inh: 2; FBW7 activator: 0.0; GPR151 activ: 0.7; TEAD-YAP block: 8

Results for CC1CCCCC12NC(=O)N(CC(=O)Nc1ccccc1C#N)C2=O (stereo not drawn) ?
MITF inh: 1; FBW7 activator: 0.0; GPR151 activ: -0.3; TEAD-YAP block: 1

How did O=C(Nc1ccccc1)c1cc(S(=O)(=O)N2CCCCC2)c(Cl)cc1Cl do in these assays?
MITF inh: -7; FBW7 activator: 0.0; GPR151 activ: -1.1; TEAD-YAP block: -10

What do the screens show for `O=C(CSc1ncnc2sc3c(c12)CCC3)Nc1ccc2[nH]c(=O)[nH]c2c1`?
MITF inh: -7; FBW7 activator: -0.1; GPR151 activ: 0.7; TEAD-YAP block: -3

What do the screens show for `O=C1C=CC(=NS(=O)(=O)c2cc(Cl)c(Cl)cc2Cl)C=C1`?
MITF inh: -4; FBW7 activator: 0.0; GPR151 activ: 0.8; TEAD-YAP block: 0

What do the screens show for `CC(OC(=O)CCN1C(=O)C2CCCCC2C1=O)C(=O)NC(=O)NC1CCCCC1` (stereo not drawn)?
MITF inh: -13; FBW7 activator: 0.8; GPR151 activ: -1.8; TEAD-YAP block: 6

What do the screens show for `CS(=O)(=O)c1ccc(-c2ccnc(Nc3ccc(Cn4cncn4)cc3)n2)cc1`?
MITF inh: 1; FBW7 activator: -0.3; GPR151 activ: 2.2; TEAD-YAP block: 8

How did Cc1cc(C)cc(OCC(=O)Nc2ccc(NC(=O)c3cccs3)cc2)c1 do in these assays?
MITF inh: -11; FBW7 activator: 2.2*; GPR151 activ: -0.4; TEAD-YAP block: -8

How did Cc1cc(C)c2oc(-c3ccc(NC(=O)c4ccc([N+](=O)[O-])cc4)cc3)nc2c1 do in these assays?
MITF inh: -3; FBW7 activator: -0.1; GPR151 activ: 1.1; TEAD-YAP block: 5

Results for CC(=O)c1ccc(C(=O)NCC2Cc3cc(F)cc(-c4nc(C)cnc4C)c3O2)s1 (stereo not drawn) ?
MITF inh: 3; FBW7 activator: 0.7; GPR151 activ: 1.2; TEAD-YAP block: 0

How did Cc1ccc(N2NC(C)(CCC(C)C)NC2=S)cc1 (stereo not drawn) do in these assays?
MITF inh: -6; FBW7 activator: -0.2; GPR151 activ: -0.3; TEAD-YAP block: -8

How did O=[N+]([O-])c1cc(S(=O)(=O)N2CCCC2)ccc1NC1CCN(Cc2ccccc2)CC1 do in these assays?
MITF inh: 0; FBW7 activator: -0.2; GPR151 activ: 0.8; TEAD-YAP block: 1

Results for O=C(CNC(=O)C(c1ccccc1)c1ccccc1)OCC(=O)c1cccs1 ?
MITF inh: -1; FBW7 activator: 0.2; GPR151 activ: 1.1; TEAD-YAP block: 8

Results for CCOC(=O)C1CCN(C(=O)c2cccc(NS(=O)(=O)c3ccc(Br)cc3)c2)CC1 ?
MITF inh: 13; FBW7 activator: 0.4; GPR151 activ: -0.5; TEAD-YAP block: 15

Results for C=CCc1cc(OC)ccc1OCCNCCOC ?
MITF inh: 37; FBW7 activator: -0.2; GPR151 activ: -0.8; TEAD-YAP block: 0

How did CNc1nc(Nc2ccc(C(C)=O)cc2)nc(OC(C(F)(F)F)C(F)(F)F)n1 do in these assays?
MITF inh: 9; FBW7 activator: 0.1; GPR151 activ: 0.7; TEAD-YAP block: -4

Results for COc1ccc(C(=O)N2CCN(c3cccc(Cl)c3)CC2)cc1[N+](=O)[O-] ?
MITF inh: -2; FBW7 activator: -0.1; GPR151 activ: -1.0; TEAD-YAP block: 1
